# G9a block: inhibitors of human histone lysine methyltransferase G9a. Q96KQ7. G9a H3K9 monomethylation, AlphaScreen, 2 h. Potency, µM (titrated, usually from 102 µM), inactives show at the highest dose activity, negative = inhibition, most hits filed as inhibitors. 8.8% of 350,000 active. AID 504332; note: potency is the fitted concentration of half-maximal effect; % is set by controls: 0 for no effect and ±100 for the full control effect; nearly all actives have a fitted effect of over 75% in size
#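 Signal arises when biotinylated H3K9 peptide, once monomethylated, bridges streptavidin donor and antibody-captured acceptor beads. Enzyme at 20 nM was preincubated 15 min with test compounds; peptide 500 nM and SAM 20 uM then reacted for 2 h.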
# JMJD2A Tudor: inhibitors of human JMJD2A Tudor domain; O75164; AlphaScreen JMJD2A-Tudor / H3K4me3 peptide binding; Potency, µM (highest dose often 114 µM), for the others: top-dose activity change, negative = inhibition, usual class: inhibitors; 4.4% of 390,000 active; AID 504339; note: potency is the fitted concentration of half-maximal effect; % is set by controls: 0 for no effect and ±100 for the full control effect; nearly all actives have a fitted effect of over 50% in size
# HP1b chromo inh: HP1-beta chromodomain-methylated histone interaction inhibition | P83916 | AlphaScreen HP1-beta / biotin-H3K9me3 peptide binding | Potency, µM (titrated, usually from 114 µM), without a hit: at the top dose activity change, negative = inhibition, usual class: inhibitors | 0.56% of 390,000 active | AID 540317; note: potency is the fitted concentration of half-maximal effect; nearly all actives have a fitted effect of over 70% in size; inactives centre near 23
#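 Compound inhibition of the preformed complex between 50 nM HP1-beta and 50 nM biotinylated H3K9me3 peptide was read by AlphaScreen. Buffer was PBS pH 7.4 with 0.01% Tween-20. Incubations ran 30 min at room temperature, with 10 ug/mL donor/acceptor beads.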
# BAZ2B block: BAZ2B (human) inhibition; AlphaScreen BAZ2B-H3K14Ac peptide displacement; Q9UIF8; Potency, µM (highest dose often 114 µM), inactives show at the highest dose activity change, negative = inhibition, hits mostly inhibitors; 4.4% of 360,000 active; note: potency is the fitted concentration of half-maximal effect; % is set by controls: 0 for no effect and ±100 for the full control effect; nearly all actives have a fitted effect of over 60% in size
#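 Protein-peptide AlphaScreen: BAZ2B 50 nM, b-H3K14Ac 50 nM, 1x PBS pH 7.4 + 0.01% Tween-20. Preincubation 30 min RT; cpd 30 min RT (top 110 uM); beads 20 min RT, light-protected.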
# ERG Ets-DNA blk: blocks human ERG Ets domain binding to DNA. 0.028% of 370,000 active. fluorescence polarization, His-ERG Ets domain / labelled DNA. P11308. Potency, µM (titrated, usually from 76.9 µM), without a hit: at the highest dose FP activity, negative = inhibition, usual class: inhibitors; active = well fitted inhibition curve with a large enough effect in the polarisation, with a control signal flat; inconclusive = small, poorly fitted or top-dose-only effect, or effect the other way, or a change in a side signal; inactive = no such curve, though single readings can be large or run the other way; the % refers to the polarisation;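 note: polarization taken with two DNA probes labelled with fluorescein and Texas red; potency is the fitted concentration of half-maximal effect; % of control where 0% means no effect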
#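 His-tagged ERG Ets domain (1 uM in the protein solution; 300mM KCl, 50mM Tris-HCl, 1mM EDTA, 1mM DTT, pH 7.5) received compound, then a probe mix of 5 nM fluorescein-DNA and 100nM Texas-615-DNA. Fluorescence polarization was read for both dyes.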
# GLS inh: blocks human kidney-isoform glutaminase activity; O94925; GLS enzymatic activity, qHTS titration; Potency, µM (highest dose often 45.5 µM), for inactives: at the highest dose activity change, negative = inhibition, usual class: inhibitors; 0.21% of 410,000 active; AID 624170; note: potency is the fitted concentration of half-maximal effect; % is set by controls: 0 for no effect and ±100 for the full control effect
#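 Compounds were pin-transferred onto hKGA, after which L-glutamine (1 mM solution) and a detection mix of glutamate oxidase, HRP and Amplex Red were added. Initial and 30 min RT fluorescence reads were collected.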
# Tb PGK inh: inhibitors of T. brucei phosphoglycerate kinase. P07378. PGK/GAPDH coupled, Kinase-Glo luminescence, 60 min. Potency, µM (series often up to 57.5 µM), for the others: at the highest dose activity change, negative = inhibition, actives largely listed as inhibitors. 0.043% of 380,000 active. AID 602233; note: potency is the fitted concentration of half-maximal effect; % is set by controls: 0 for no effect and ±100 for the full control effect; nearly all actives have a fitted effect of over 60% in size
#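 Luminescent ATP detection (Kinase-Glo Plus) follows a 60-minute room-temperature incubation, with wells lacking PGK as controls. Buffer: 100 mM TEA (pH 7.6), 5 mM MgCl2, 0.01% Tween-20. Coupling enzyme GAPDH (100 nM final) supplies unstable 1,3-BPG in-well.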
# PI4K2A inh: inhibitors of human PI4K2A; Q9BTU6; purified PI4K2A, ADP-Glo luminescence, 1 h; hits give low values; activity change, negative = inhibition, % at 76.9 µM; 0.13% of 420,000 active; AID 1346378; in the data active = activity change below about -50%; inconclusive = mostly about -30% to -49%;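 note: -100% = wells without enzyme as full effect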
#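 PI4K2A activity was measured by ADP-Glo luminescence: enzyme (4 ug/mL stock) and phosphatidylinositol (1.2 mM stock) in Tris pH 7.5/MgCl2/EGTA/Triton X-100 buffer were reacted with ATP (300 microM stock) for one hour at ambient temperature.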
# Pin1 inh: blocks the human prolyl isomerase Pin1. Potency, µM (series often up to 115 µM), without a hit: top-dose activity, negative = inhibition, usual class: inhibitors. 0.009% of 390,000 active. Q13526. Pin1 FP peptide displacement, HiFluor488, 10 min; active = well fitted inhibition curve with a large enough effect in the polarisation, with a control signal flat, not every such curve was filed as active; inconclusive = small, poorly fitted or top-dose-only effect, or effect the other way, or a change in a side signal; inactive = no such curve, though single readings can be large or run the other way; the % refers to the polarisation; note: potency is the fitted concentration of half-maximal effect; % is set by controls: 0 for no effect and ±100 for the full control effect
# * marks the source's active call; other numbers are inactive results; i = inactive; ? = inconclusive; nt = no result given; & = joins results of further samples; [ ] = dose if it differs, or a comment. Unless noted, calls come from the whole dose curve; as a rule, active = well fitted curve in the direction sought with a large enough effect; inconclusive = small, poorly fitted or top-dose-only effect, or another doubt; inactive = no such curve, though single readings can be large; an effect the other way counts as inactive or inconclusive.
smiles,G9a block,JMJD2A Tudor,HP1b chromo inh,BAZ2B block,ERG Ets-DNA blk,GLS inh,Tb PGK inh,PI4K2A inh,Pin1 inh
CC12CN3CC(C)(CN(C1)C3c1c[nH]c3ccccc13)C2=O (stereo unspecified),29%,-14%,10%,-16%,10%,10%,i,3,3%
CC(CNC1CCCCC1)OC(=O)c1ccc([N+](=O)[O-])cc1 (stereo unspecified),nt,-12%,21%,nt,8%,0%,-6%,6,1%
CC(=O)c1sc(NC(=O)C(C)(C)C)nc1C,-1%[59 µM],-9%,18%,10%,-5%,0%,-10%,3,-10%
COc1ccccc1NC(=O)c1sc2nc3c(cc2c1N)CCCCCC3,-5%[59 µM],3%,33%,1%,-1%,0%,nt,4,2%
CNC(=O)COC(=O)c1ccccc1NC(=O)c1ccco1,-2%,-7%[11.4 µM],50%[activator],1%,-2%,0%,-5%,4,2%
Cc1cc(N/N=C/c2ccncc2)nc2ccccc12,-2%,?,8%,-26%,2%,5%,1%,-1,nt
O=C(CN1CC(=O)Oc2ccccc21)OCC(=O)c1ccc(Br)cc1,nt,20µM*,70%,nt,-9%,87%[activator],-8%,-8,2%
CCCCNC(c1ccccc1)c1ccncc1 (stereo unspecified),-73%,-12%,42%[activator],?,nt,13%,nt,-3,0%
CCCCn1c(SCC2CCCO2)nc2cc(S(N)(=O)=O)ccc21 (stereo unspecified),21%[12.7 µM],12%,41%[activator],9%,1%,-3%,-5%,6,3%
N#CC1(N2CCN(C(=O)c3ccccc3)CC2)CCCCC1,16%,-10%,31%,?,5%,-2%,-10%,-1,-4%
Cc1cc(S(=O)(=O)NCC(c2ccccc2)c2ccccc2)ccc1-n1cnnn1,?,-14%,12%,-30%,-1%,-1%,5%,2,-4%
CCCN(c1ccc(C(C)C)cc1)S(=O)(=O)c1ccc2c(c1)CCN2C(=O)CC,-8%[59 µM],-1%,15%,-6%,1%,-16%,-4%,-4,0%
COCCn1cnc2c(c1=O)c1nc3ccccc3nc1n2/N=C/c1ccc(OC)c(OC)c1,nt,-24%,4%,-10%,-22%,-2%,i,0,0%
Cc1cc(N2C(=O)CC(Cc3ccccc3)C2=O)no1 (stereo unspecified),-9%[59 µM],-17%,30%,15%,1%,8%,15%,3,8%
Cc1noc(C)c1C(=O)N(CC(=O)Nc1ccc(Cl)c(C(F)(F)F)c1)Cc1ccco1,7%[12.7 µM],-11%,18%,-35%,8%,-11%,-5%,1,2%
CN(C(=O)COC(=O)c1ccccc1SCC(=O)N1CCCC1)C1CCS(=O)(=O)C1 (stereo unspecified),5%,-20%,18%,-11%,3%,5%,-5%,0,1%
COc1cc2ccccc2cc1C(=O)OCC(=O)N(C)c1c(N)n(Cc2ccccc2)c(=O)[nH]c1=O,?,-10%,5%,0%,-8%,-4%,-2%,0,1%
CCc1noc(C)c1C(=O)Nc1sc(C(=O)N(C)C)c(C)c1C(=O)OC,25%[59 µM],8%,27%,5%,-2%,1%,9%,-6,4%
CC(C)COc1ccc(C(=O)N2CCN(CCc3ccncc3)CC2)cc1,0%[59 µM],-22%,33%[activator],-3%,-2%,10%,i,5,18%
COCCOC(=O)c1c(C)oc2cc(Br)c(OCC(N)=O)cc12,11%[59 µM],-10%,3%,3%,7%,10%,i,-2,2%
O=S(=O)(Nc1ccc(N2CCCCC2)cc1)c1cccc2cccnc12,16µM*,-36%,?,?,4%,44%[activator],-8%,5,0%
COc1ccc2c(c1)C(=O)c1ccccc1CO2,-43%[59 µM],45%[activator],107%[activator],109%[activator],-5%,0%,-6%,-3,-10%
COc1ccc(-c2[nH]ncc2CNCC(C)(C)N2CCOCC2)cc1F,6%,-15%,10%,0%,-2%,3%,-2%,0,-3%
CCOC(=O)C1(CCCc2ccccc2)CCN(CC(O)CO)CC1 (stereo unspecified),nt,-10%,24%,9%,-7%,0%,i,2,-9%
CCN(CC)CCNCc1ccc(-c2ccc(Cl)cc2)o1,50µM*,?,-7%,?,nt,68%[activator],6%,-2,-1%
Cn1cnc([N+](=O)[O-])c1SCCO,22µM*,-12%,27%,-14%,-1%,-1%,-3%,3,-2%
Cc1ccc(NC(=S)C2=C(O)c3ccccc3N(C)S2(=O)=O)cc1,-34%[59 µM],?,-14%,-7%,4%,56%[activator],i,-8,-9%
CCOC(=O)c1c(S(=O)(=O)NCC(=O)Nc2ccccc2OC)c(C)n(C)c1C,17%,14%,57%[activator],-13%,1%,4%,6%,0,0%
Cc1cc(-c2ccc(S(=O)(=O)Nc3ccccc3C)cc2)on1,-9%[59 µM],-4%,38%,-1%,0%,8%,i,-3,0%
COc1ccc(C(=O)OCC(=O)NCC2CCCO2)cc1S(=O)(=O)N1CCCc2ccccc21 (stereo unspecified),-28%,2%,35%,-21%,-7%,1%,7%,-3,2%
COc1ccc(C)cc1NC(=O)CCS(=O)(=O)c1ccc2c(c1)CC(=O)N2C,-1%[59 µM],-17%,-11%,-3%,2%,-1%,-3%,-1,3%
CC1(C)CC(=O)C2=C(C1)OC(N)=C(C#N)C21C(=O)N(CN2CCOCC2)c2ccccc21 (stereo unspecified),-3%,-9%,22%,5%,-1%,14%,-2%,6,6%
O=C(NNC(=O)c1ccc(Oc2ccc(C3SCCS3)cc2)o1)c1ccc(Cl)cc1,-29%,-7%,32%,-36%,6%,9%,4%,2,38%[activator]
O=C(Nc1nnc(-c2ccc(Cl)cc2)o1)c1ccccc1Br,-5%,-3%,50%[activator],5%,-2%,-11%,i,6,1%
Cc1ccc(NC(=O)Cn2c(=O)n(CCCCC(=O)NCCc3ccccc3)c(=O)c3ccccc32)c(C)c1,-4%[59 µM],-8%,34%,1%,3%,-2%,1%,1,-4%
COc1ccc(Cl)cc1NC(=O)c1cnc(N2CCCCC2)c2ccccc12,93%[activator][59 µM],47%[activator],83%[activator][57 µM],32%[activator],2%,4%,-1%,-4,8%
CCn1c(CNC(=O)c2ccccc2OC)nnc1SCC(=O)c1ccc(F)cc1,3%,-22%,7%,-20%,-2%,3%,-8%,-1,-3%
CCOc1ccc(N(CC(=O)Nc2ccc(OC)cc2)S(=O)(=O)c2c(C)[nH]c(=O)[nH]c2=O)cc1,-24%,-7%,33%,3%,-11%,-2%,i,5,0%
CCc1nc(NC(=O)c2sc(C)nc2C)sc1C(=O)OC,-1%,-22%,30%,1%,20%,2%,i,-4,-5%
COc1ccccc1-c1nnc(SCC(=O)NNC(=O)c2ccccc2F)n1C,4%[12.7 µM],-5%,40%[activator],-19%,-7%,3%,-6%,0,0%
COc1ccc(NC(=O)CSc2nncs2)cc1OC,-48%,-16%,10%,-5%,-11%,4%,0%,-7,1%
O=C(COc1ccc([N+](=O)[O-])cc1)Nc1nc2c(s1)CCCC2,-27%[59 µM],-16%,22%,-10%,-4%,-11%,9%,2,-4%
CCOC(=O)c1c(C)[nH]c(C(=O)C(C)OC(=O)c2ccc(NC(=O)CC#N)cc2)c1C (stereo unspecified),10%[12.7 µM],?,4%,-31%,6%,4%,-3%,9,26%
CCc1nn(CCCC(=O)NCc2cc(Br)ccc2OC)c(=O)c2cc3occc3n12,4%,-34%&-3%,9%&20%,?,-3%&7%,4%&5%,i,-3&1,150%&148%[activator]
O=C(NC(Cc1ccccc1)C(=O)O)/C(=C\c1ccc(F)cc1)NC(=O)c1ccco1 (stereo unspecified),-6%,?,49%[activator],1%,5%,-2%,9%,-3,-2%
CCOc1ccccc1CNC(=O)Cn1nc(N2CCN(c3ccccc3)CC2)ccc1=O,?,-13%,24%,?,4%,23%,10%,-1,-2%
O=C(Cc1ccccc1)N[C@@H]1c2ccccc2CC[C@@H]1OCc1ccccc1,nt,1%,9%,nt,-8%,0%,i,-5,0%
COCC1CCCCN1Cc1cn[nH]c1-c1ccc2cc(OC)ccc2c1 (stereo unspecified),-5%,-14%,32%,-15%,6%,6%,nt,-3,10%
CCCOc1ccc(CNC(=S)NCc2ccc(OC(C)C)cc2)cc1,64%[activator][59 µM],-7%[57.1 µM],69%[activator],7%,-2%,1%,-4%,-2,-2%
O=C(NCCOc1ccc(Cl)cc1)c1ccc2c(c1)OCCO2,-53%[12.7 µM],-6%,36%[activator],-1%,14%,8%,-4%,-3,-7%
COc1cc2c(cc1OC)CN(S(=O)(=O)c1ccccc1F)CC2,-13%,-3%,11%,23%,4%,0%,15%,-2,-1%
COC(=O)Cc1cc(=O)oc2c(C)c(O)ccc12,14%[59 µM],-6%,31%[activator],-3%,6%,21%,i,1,0%
C/C(=N/NC(=O)c1ccc2c(c1)OCO2)c1ccc(NC(=O)C(F)(F)F)cc1,1%,-14%,-1%,-27%,3%,8%,i,-2,-2%

# Compound activity as filed in PubChem BioAssay.

# Random draw from the library; any-hit rate near 11%.
